# Screening data (PubChem BioAssay)
# NPY2 pot ag – potentiates or activates human NPY-Y2 receptor; activation, % at 3.6 µM; 220,000 tested, 0.45% active; cells expressing NPY-Y2, potentiator/agonist read-out; P49146; in the data active = activation above about 27%;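 also: cells stimulated with NPY near EC25 plus isoproterenol at EC100; 0% = vehicle plus submaximal agonist and 100% = vehicle plus saturating agonist; some results beyond the cut were filed as inactive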
# p97 inhibitor – blocks human p97 ATPase activity. P55072. 220,000 tested, 0.42% active. recombinant p97 ATPase, Kinase-Glo ATP luminescence, 3 h. AID 1481. inhibition, % at 8 µM; in the data active = inhibition above about 15%;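 also: 0% = DMSO vehicle and 100% = wells lacking enzyme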
# Target sequence (P55072 whole entry, looked up): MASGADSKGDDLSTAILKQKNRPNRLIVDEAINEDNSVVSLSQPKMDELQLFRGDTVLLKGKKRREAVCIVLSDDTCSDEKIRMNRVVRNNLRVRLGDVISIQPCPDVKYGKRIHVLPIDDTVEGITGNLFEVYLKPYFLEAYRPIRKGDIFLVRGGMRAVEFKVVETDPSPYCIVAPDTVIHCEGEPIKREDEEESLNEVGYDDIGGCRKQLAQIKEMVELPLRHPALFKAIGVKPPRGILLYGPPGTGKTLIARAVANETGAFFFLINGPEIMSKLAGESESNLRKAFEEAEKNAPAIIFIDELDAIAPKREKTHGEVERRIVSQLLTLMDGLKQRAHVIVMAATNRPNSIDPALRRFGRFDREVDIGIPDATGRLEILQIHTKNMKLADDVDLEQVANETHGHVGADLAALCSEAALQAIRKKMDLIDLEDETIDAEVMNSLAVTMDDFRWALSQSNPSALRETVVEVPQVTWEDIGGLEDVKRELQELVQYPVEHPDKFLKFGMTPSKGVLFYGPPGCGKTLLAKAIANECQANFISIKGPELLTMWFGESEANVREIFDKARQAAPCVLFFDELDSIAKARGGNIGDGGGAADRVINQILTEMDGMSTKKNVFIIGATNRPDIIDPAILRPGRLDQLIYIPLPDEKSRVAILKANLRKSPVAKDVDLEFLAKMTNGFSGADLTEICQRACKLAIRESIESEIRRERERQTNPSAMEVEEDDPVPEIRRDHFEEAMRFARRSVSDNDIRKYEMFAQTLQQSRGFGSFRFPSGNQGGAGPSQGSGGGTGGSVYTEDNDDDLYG
# PGE2 EP2 inh – EP2 receptor (human) inhibition; P43116; 260,000 tested, 0.52% active; inhibition, % at 25 µM; C6 glioma cells expressing human EP2, cAMP TR-FRET; cells stimulated with saturating PGE2;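 active = percent inhibition above 40 after rounding to a whole number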;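 also: rat C6 glioma host cells with rolipram phosphodiesterase inhibitor present; the protocol text gives 20 µM as final concentration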
# S1P4 antag – antagonists of human S1P4 receptor. S1P4-expressing cells, antagonist mode, reporter read-out. inhibition, % at 4.98 µM. O95977. 220,000 tested, 0.26% active; in the data active = inhibition above about 29%;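 also: 0% = wells stimulated with agonist and 100% = vehicle wells without agonist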
# NPY-Y1 PAM-ag – potentiates or activates human NPY-Y1 receptor | P25929 | NPY-Y1 expressing cells, potentiator/agonist activation | activation, % at 3.6 µM | 220,000 tested, 0.37% active | AID 1304; in the data active = activation above about 33%, passing the limit was not always enough;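 also: cells stimulated with NPY at EC10 then isoproterenol at EC100; 0% = low agonist plus stimulus and 100% = saturating agonist plus stimulus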
# EP2 mod – EP2 receptor (human) modulation | P43116 | EP2-expressing cells, cAMP HTRF FRET, PGE2 co-stimulation | induction, % at 25 µM | 260,000 tested, 0.83% active | AID 940;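 active = compounds whose cAMP rise, as percent of the full-agonist control response, exceeds 60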;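 also: rat C6 glioma line stably carrying human EP2 under a CMV promoter; the protocol text gives 20 µM as final concentration; 100% = response of wells given 1 µM PGE2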
# NPY-Y1 antag – NPY-Y1 (human) receptor antagonism; P25929; HEK293-CNG Y1 cells, membrane potential fluorescence; NPY at EC95, then isoproterenol; inhibition, % at 3.6 µM; 200,000 tested, 1% active;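 active = inhibition above the campaign mean inhibition of all tested compounds plus 3 SD, cut at about 20% in these data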;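 also: 0% = DMSO wells given NPY plus isoproterenol and 100% = isoproterenol alone without NPY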
#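 Test system – HEK293 Y1/CNG channel cell line · Also added – NPY agonist 25 nM, then isoproterenol 1 µM plus Ro 20-1724 25 µM · Compound dosing – one concentration, 3.6 µM, in 0.4% DMSO · Schedule – compound incubation 1 h at room temperature, readout 45 min post-stimulation · Technique – fluorescence, membrane potential probe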
# eIF4E 4G PPI – inhibitors of eIF4E and eIF4G interaction in translation initiation. TR-FRET eIF4E-eIF4GI(517-606) binding, 2 h. inhibition, % at 21.7 µM. 220,000 tested, 0.37% active;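 active = inhibition above about 30%, limit read from the data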;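 also: 0% = full FRET control wells and 100% = background wells lacking eIF4GI fragment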
# S1P4 agonist – activates the human S1P4 receptor; O95977; S1P4-expressing cell line, agonist reporter assay; activation, % at 4.98 µM; 220,000 tested, 0.35% active; AID 1509; in the data active = activation above about 11%;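 also: 0% = DMSO vehicle and 100% = reference agonist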
# Numbers without * were called inactive; . = no result given; & = joins results of further samples; [ ] = another dose, or the depositor's remark. The list is partial. The share of hits here may be higher or lower than overall.
SMILES,NPY2 pot ag,p97 inhibitor,PGE2 EP2 inh,S1P4 antag,NPY-Y1 PAM-ag,EP2 mod,NPY-Y1 antag,eIF4E 4G PPI,S1P4 agonist
CCN(CC)c1ccc(C=Nc2ccc(N(C)C)cc2)c(O)c1,11,5,5,-10,23,-29,3,10,2.1
CCOC(=O)CCC(=O)N1CCOCCOCCN(C(=O)CCC(=O)OCC)CCOCC1,1,0,9,-8,-1,26,-2,-12,-0.6
Cc1c(Cl)cccc1NC(=S)NCc1ccc2c(c1)OCO2,-13,-3,2,-17,-13,-49,4,3,-1.0
O=C(COC(=O)c1cccc(NS(=O)(=O)c2ccc(F)c(F)c2)c1)NC(=O)NC1CCCCC1,9,1,6,-19,31,-16,-9,7[fluorescence artefact?],0.4
COC(=O)c1sc(S(=O)(=O)NCc2cccs2)c(C(=O)OC)c1C,6,5,15,-22,12,-6,-4,-17,0.6
O=C(O)CSc1nnc(Cn2cnc3ccccc32)n1CCc1ccccc1,2,4,7,-15,-5,1,0,-4,3.5
CC1(C)Cc2c(ccc3ccccc23)C(NNC(=O)c2cccnc2)=N1,-7,10,9,-1,11,12,-5,4,0.9
Cc1cccc(OCC(=O)NNC(=O)CCc2ccccc2)c1,-29,-1,3,-6,-5,3,-2,-2,1.0
Nc1c(NC(=O)CC[n+]2ccccc2)cccc1[N+](=O)[O-],11,-6,7,-13,-21,-13,-1,-1[fluorescence artefact?],1.6
CCOC1(OCC)N=C(N)C2(C#N)C(c3cccc(OC)c3OC)C12C#N (stereo not given),8,-4,9,-20,-15,6,5,-7,-0.9
Cn1nnnc1SCC(=O)Nc1ccccc1[N+](=O)[O-],2,7,6,-8,21,7,1,7,1.4
CC1(C)COC2(OC1)C(=O)Nc1ccccc12,10,6,8,1,20,12,6,-4,4.0
COc1cc(-c2nc3cccc(C)n3c2NCC2CCCO2)ccc1O (stereo not given),-2,-1,9,0,-4,3,-1,2,1.0
CN1CCN(C2=Nc3cc(F)ccc3Cc3ccccc32)CC1,5,1,9,8,3,.,5,1,0.8
O=C(/C=C/c1c[nH]c2ccccc12)c1ccccc1,9,-5,8,0,7,-16,-7,3,3.3
N#CCCSCc1ccc2oc(C(=O)O)cc2c1,11,2,11,-6,-5,8,6,0,1.2
Cc1ccccc1OCc1nc2ccccc2c(=O)n1/N=C/c1cn[nH]c1-c1ccc(Br)cc1,11,-2,9,-17,6,7,4,4[fluorescence artefact?],1.0
COc1cccc(Nc2nc(N)nc(CCl)n2)c1,18,18*,8,-5,12,-31,.,-2,-1.7
CN(C1CCS(=O)(=O)C1)S(=O)C12CC3CC(CC(C3)C1)C2 (stereo not given),-1,-1,16,-1,2,13,6,1,0.4
O=C1CC(=O)N(CCc2ccc(F)cc2)C(=O)N1,-17,-1,10,-2,-2,-3,3,10[fluorescence artefact?],-0.3

# Entries above with four or more nitrogen atoms (seven):
SMILES,NPY2 pot ag,p97 inhibitor,PGE2 EP2 inh,S1P4 antag,NPY-Y1 PAM-ag,EP2 mod,NPY-Y1 antag,eIF4E 4G PPI,S1P4 agonist
O=C(O)CSc1nnc(Cn2cnc3ccccc32)n1CCc1ccccc1,2,4,7,-15,-5,1,0,-4,3.5
CC1(C)Cc2c(ccc3ccccc23)C(NNC(=O)c2cccnc2)=N1,-7,10,9,-1,11,12,-5,4,0.9
Nc1c(NC(=O)CC[n+]2ccccc2)cccc1[N+](=O)[O-],11,-6,7,-13,-21,-13,-1,-1[fluorescence artefact?],1.6
CCOC1(OCC)N=C(N)C2(C#N)C(c3cccc(OC)c3OC)C12C#N (stereo not given),8,-4,9,-20,-15,6,5,-7,-0.9
Cn1nnnc1SCC(=O)Nc1ccccc1[N+](=O)[O-],2,7,6,-8,21,7,1,7,1.4
Cc1ccccc1OCc1nc2ccccc2c(=O)n1/N=C/c1cn[nH]c1-c1ccc(Br)cc1,11,-2,9,-17,6,7,4,4[fluorescence artefact?],1.0
COc1cccc(Nc2nc(N)nc(CCl)n2)c1,18,18*,8,-5,12,-31,.,-2,-1.7

# (continued)
SMILES,NPY2 pot ag,p97 inhibitor,PGE2 EP2 inh,S1P4 antag,NPY-Y1 PAM-ag,EP2 mod,NPY-Y1 antag,eIF4E 4G PPI,S1P4 agonist
C/C(=N/OCC(=O)Nc1ccccc1)c1cccs1,-11,1,12,-1,12,6,3,-3[fluorescence artefact?],-2.6
O=C(COC(=O)c1cc(-c2ccco2)nc2ccccc12)NCc1ccc2c(c1)OCO2,9,11,.,-6,13,-2,-3,2,-1.7
COc1ccc(C2Cc3ccccc3C(=O)O2)cc1 (stereo not given),9,0,10,1,-6,12,-2,0,0.5
CCCCC(=O)Nc1cccc(-c2csc(-c3ccccc3)n2)c1,-18,-3,6,0,-5,-18,4,6,0.9
O=S1(=O)N=CN(Cc2cccc(F)c2)c2ccccc21,-6,3,6,-9,0,17,1,3,3.5
COc1ccc2oc(=O)c(-c3csc(Nc4cccc(O)c4)n3)cc2c1,5,10,32,-2,-16,-48,1,4,1.1
CCN(c1ccc(C)c(C)c1)S(=O)(=O)c1ccc2c(c1)CCN2C(=O)CCC(=O)O,-1,-3,9,-2,-12,17,3,-16,-1.0
CCc1ccc(NC(=O)N(Cc2cccnc2)Cc2ccco2)cc1,0,-1,10,-8,-1,-3,3,0,-0.3
CC(NC(=O)CC1Sc2ccccc2NC1=O)c1ccccc1 (stereo not given),7,3,0,1,6,-14,3,-1,1.2
O=C(COC(=O)/C=C/c1ccccc1Cl)NCCc1ccc(Cl)cc1Cl,-13,5,3,-12,14,-4,-2,-2,1.9
O=C(N/N=C/c1cc(Br)cc(Br)c1O)c1ccncc1,3,3,12,-1,1,-14,-1,0,-1.9
CCC(=O)N1CCc2cc(S(=O)(=O)NCCC(=O)NC3CCCc4ccccc43)ccc21 (stereo not given),2,-2,7,7,-12,-46,-1,-2,0.0
COCn1c(=O)c2c(nc(SC3=NCCS3)n2Cc2ccccc2C)n(COC)c1=O,13,-8,18,-8,-29,57,2,-11,-1.6
C/C(=N\NC(=O)COc1ccc(C(C)(C)C)cc1)c1ccc(OC(F)F)cc1,6,4,5,-3,-7,-2,10,4,-1.3
C(=N/n1c2ccccc2c2ccccc21)/c1ccco1,2,-1,12,-26,-7,65*,0,6,1.8
Cc1[nH]c2ccc(Br)cc2c(=O)c1CN1CCOCC1,-7,-1,11,13,11,5,14,-7,0.1
O=C(COC(=O)c1ccc[nH]c1=O)NCC1CCCO1 (stereo not given),-7,4,14,-12,-8,18,2,-2,-1.1
COc1ccccc1N(CN1CCCC1=O)C(=O)c1c(F)cccc1Cl,6,0,5,-10,-6,9,-3,2,0.8
O=C(c1cc(C2CC2)nc2ccc(Br)cc12)N1N=C(C(F)F)CC1(O)C(F)F (stereo not given),10,-1,12,7,41,39,-5,0,0.7
COc1ccc(-c2nc(NC(=O)c3ccccc3)sc2-c2ccc([N+](=O)[O-])cc2)cc1,-7,3,.,-7,-1,22,-1,-10,3.4

# Next part; it opens with the 3 that closed the last part.
SMILES,NPY2 pot ag,p97 inhibitor,PGE2 EP2 inh,S1P4 antag,NPY-Y1 PAM-ag,EP2 mod,NPY-Y1 antag,eIF4E 4G PPI,S1P4 agonist
COc1ccccc1N(CN1CCCC1=O)C(=O)c1c(F)cccc1Cl,6,0,5,-10,-6,9,-3,2,0.8
O=C(c1cc(C2CC2)nc2ccc(Br)cc12)N1N=C(C(F)F)CC1(O)C(F)F (stereo not given),10,-1,12,7,41,39,-5,0,0.7
COc1ccc(-c2nc(NC(=O)c3ccccc3)sc2-c2ccc([N+](=O)[O-])cc2)cc1,-7,3,.,-7,-1,22,-1,-10,3.4
O=C(Nc1ccc(Cl)cc1)Nc1nc(-c2ccccc2)cs1,7,0,6,-1,5,-19,-1,2,1.2
CC(C)(C)OC(=O)N1CCCN(C(=O)Nc2ccccc2)CC1,-16,1,4,-6,7,14,.,1,1.1
CN(C)S(=O)(=O)c1ccc(Cl)c(-c2nnc3n2CCCCC3)c1,5,7,3,-10,-19,6,0,-1,-1.4
O=S(=O)(c1cccc(-c2nc3n(n2)Cc2ccccc2-3)c1)N1CCCCC1,0,-1,2,9,9,-22,8,-14,2.4
Cc1nn(C)cc1CN(C)C(=O)CC12CC3CC(CC(C3)C1)C2,2,4,5,-9,17,14,-3,5,-0.6
CN(C)c1ccc(P(=O)(Nc2ccccc2)N2CCOCC2)c(NC(=O)c2cccs2)c1 (stereo not given),-4,3,5,-12,0,4,-4,18,-0.6
COC(=O)c1nn(-c2ccc(OC)cc2)c(=O)cc1Oc1ccccc1,13,2,3,-14,2,-1,-5,6,-0.6
Cc1ccc(CS(=O)(=O)Cc2ccc(C(=O)NCCCN3CCOCC3)o2)cc1,5,-1,3,-39,2,0,9,4[fluorescence artefact?],-0.9
CC(C)CCOCC(=O)Nc1cccc(C(=O)O)c1,1,1,6,0,14,0,-1,0,1.3
CCOC(=O)/C=C1\SCC(=O)N1CC(=O)c1ccc[nH]1,-9,-5,7,0,4,20,-2,3,-2.5
O=C(CN(Cc1ccccc1Cl)C(=O)c1ccc(CN2CCOCC2)o1)NCc1ccccc1,15,3,12,-38,-9,-4,-9,.,0.2
COc1cc(C(=O)NCCN2C(=O)S/C(=C\c3ccc(F)cc3)C2=O)ccc1OCC(=O)N1CCOCC1,-1,6,2,-19,20,-35,.,-3,-0.9
CC(=O)c1nn(-c2ccc(Br)cc2)cc1C(=O)c1ccccc1,10,-1,1,-24,-10,26,-1,-5,-0.4
CSc1ccccc1C(=O)NCc1ccccc1,9,6,5,1,1,-24,-1,4,-1.9
FC(F)(F)c1cc(-c2ccco2)nc(-n2cnc3ccccc32)n1,-10,-1,3,-10,-7,24,6,0,2.4
CCC(C)(C)NC(=O)c1ccc2c(c1)OCCO2,-2,1,4,-32,3,-3,2,-1,0.4
Cc1ccc(-c2nc3ncccc3o2)cc1NC(=S)NC(=O)c1ccco1,-5,-1,6,4,21,0,-1,0,-2.0
C=CCNC(=S)NC1CC(C)(C)NC(C)(C)C1,7,-4,10,-5,-11,-3,12,1,0.4
CCCc1cc(=O)[nH]c(SCC(=O)Nc2ccc(OC(F)F)cc2)n1,15,2,8,-20,2,7,1,3,1.0
O=C(Nc1cc([N+](=O)[O-])ccc1F)C1CC1,7,1,6,-22,0,13,10,2,0.9
CC(C)C(c1nnnn1C1CCCC1)N(C)C1CCCCC1 (stereo not given),7,-3,3&3,-12,-11,30&-14,6,-2,2.3
CC1(C)CC(=O)C2=C(C1)c1c(ccc3ccccc13)NC2c1cc([N+](=O)[O-])cc([N+](=O)[O-])c1O (stereo not given),5,0,16,-3,0,-71,3,1,0.7
